# PPC-1+TRAIL kill: compounds killing PPC-1 cancer cells with TRAIL present, primary screen, TRAIL potentiator project, ATPLite luminescence, uHTS; 220,000 tested, 0.41% active; PPC-1 cells + TRAIL, ATPLite viability luminescence; cell killing (% activity), % at 4 µM;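 active = cell killing above 50% in the first pass at 4 µM, then a duplicate retest at 5 µM averaging 50% or more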;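 note: plate controls were cells with TRAIL plus DMSO for no effect and medium-only wells lacking cells for full effect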
# TRPN1 ag: zebrafish TRPN1 channel agonists, primary screen, cell-based, HEK293, calcium fluorescence; HEK293 zebrafish TRPN1-YFP, Fluo-8 calcium fluorescence; 100% = response to 87 µM carbachol; activation, % at 3 µM; transient receptor potential cation channel N1 (TRPN1/NompC), Danio rerio; 220,000 tested, 0.18% active;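 active = activation above its plate's cutoff, the mean activation of test wells on that plate plus 3 SD, cut at about 19% in these data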;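 note: 0% = DMSO alone and 100% = 87 µM carbachol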
#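 System: zebrafish TRPN1-YFP in HEK293 cells / Dosing: 3 µM single point / Timing: dye loading 1 h at 37 °C, then 30 min room temperature / Signal: Fluo-8 calcium fluorescence, excitation 470-495 nm, emission 515-575 nm / Read-out basis: percent activation from peak over basal fluorescence ratio, control-normalized / Control set: high carbachol 87 µM, low DMSO alone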
# MDM2 E3 inh: MDM2-luciferase reporter signal enhancers, primary screen, MDM2 E3 ligase inhibitor project, cell-based, luminescence, 1536-well. E3 ubiquitin-protein ligase Mdm2 (Homo sapiens), Q00987. cell-based MDM2 ubiquitination luciferase reporter, 2 h; 0 = plate control, 100 = twice control, blank-subtracted. signal enhancement, % at 5 µM. 210,000 tested, 0.11% active;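 active = signal enhancement of 30% or more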;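 note: luminescence tracks abundance of the self-degrading MDM2-luciferase fusion protein; higher signal means inhibition of MDM2 E3 ligase activity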
#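 System: stable MDM2–luciferase fusion reporter cells / Input: 2000 cells seeded into each well / Schedule: 4 h settle plus 2 h compound, 37 °C / Compound: single-point 5 µM / Buffer or medium: cells held in DMEM / Benchmarks: control and blank well means / Evaluation: percent signal gain over controls, blank-subtracted / Measured by: luciferase luminescence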
# TNF death inh: inhibitors of TNF-alpha triggered necroptosis, primary screen, cell-based, Jurkat FADD-/-, single concentration; AID 463075, 2010; Jurkat FADD-/- TNF necroptosis rescue, ATP luminescence, 24 h; 0 = TNF only, 100 = no-TNF cells; activation (protection from cell death), % at 10 µM; 220,000 tested, 0.068% active;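 active = activation, meaning protection from cell death, of at least 50% relative to plate controls; inactive = activation below 50%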;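 note: necroptosis triggered by 40 ng/mL TNF-alpha added together with compound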
# NCF1 inh: p47phox/p22phox peptide binding inhibitors, primary screen, biochemical, uHTS, NADPH oxidase regulatory subunit; AID 1274, 2008; 220,000 tested, 0.53% active; Neutrophil cytosol factor 1 (Homo sapiens), P14598; inhibition, % at 24.7 µM; fluorescence polarization, 2 h;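 active = inhibition above about 30%, limit read from the data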;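 note: 0% = p47phox with labelled peptide and 100% = labelled peptide alone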
# Target sequence (P14598 whole entry, looked up): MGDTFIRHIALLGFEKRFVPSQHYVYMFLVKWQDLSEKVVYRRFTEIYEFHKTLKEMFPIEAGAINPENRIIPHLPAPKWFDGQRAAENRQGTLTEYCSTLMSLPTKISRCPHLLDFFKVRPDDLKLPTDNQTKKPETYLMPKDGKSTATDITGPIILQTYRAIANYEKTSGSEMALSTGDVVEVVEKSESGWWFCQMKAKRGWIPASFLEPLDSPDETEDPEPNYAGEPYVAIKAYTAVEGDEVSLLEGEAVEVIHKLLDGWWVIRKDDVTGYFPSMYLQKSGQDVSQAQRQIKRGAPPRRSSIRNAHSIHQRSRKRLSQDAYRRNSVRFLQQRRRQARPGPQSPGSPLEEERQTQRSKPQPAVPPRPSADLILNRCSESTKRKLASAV
# TRPML3 agonist: human TRPML3 channel agonists, primary screen, cell-based, HEK293 TRPML3-YFP, Fluo-8 calcium fluorescence, 3 µM; Mucolipin-3 (Homo sapiens), Q8TDD5; 100% = the carbachol control signal; activation, % at 3 µM; 220,000 tested, 0.29% active;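 active = activation above its plate's cutoff, the mean activation of the plate's test wells plus 3 SD, cut at about 12% in these data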;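 note: 0% = DMSO only wells and 100% = carbachol wells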
#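 system = HEK293 cells stably carrying human TRPML3-YFP | doses = one concentration, 3 µM nominal, 0.3% DMSO | timing = dye loading 1 h 37 °C then 30 min ambient, 125 s read | detection = Fluo-8 calcium dye fluorescence, ex 470-495, em 515-575 nm | benchmarks = high control carbachol 87 µM, low control DMSO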
# Runt-SMMHC FRET: inhibitors of RUNX1 Runt–CBFb-SMMHC binding, primary screen, biochemical, FRET, Cerulean-Runt, Venus-CBFb-SMMHC, uHTS; AID 1434, 2008; Runt-related transcription factor 1 (Homo sapiens) + Core-binding factor subunit beta …; Cerulean-Runt/Venus-CBFb-SMMHC FRET ratio 530/480, 1 h; 220,000 tested, 0.74% active; inhibition, % at 20 µM;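 active = mean inhibition across duplicate retests at 20 µM reaching about 50%, limit read from the data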;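 note: 0% = DMSO wells and 100% = wells with excess untagged CBFb-SMMHC; inhibitors lower the FRET ratio by blocking Runt binding to CBFb-SMMHC; some results filed as inactive read as strong as hits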
# Target sequence (Q01196 whole entry, looked up): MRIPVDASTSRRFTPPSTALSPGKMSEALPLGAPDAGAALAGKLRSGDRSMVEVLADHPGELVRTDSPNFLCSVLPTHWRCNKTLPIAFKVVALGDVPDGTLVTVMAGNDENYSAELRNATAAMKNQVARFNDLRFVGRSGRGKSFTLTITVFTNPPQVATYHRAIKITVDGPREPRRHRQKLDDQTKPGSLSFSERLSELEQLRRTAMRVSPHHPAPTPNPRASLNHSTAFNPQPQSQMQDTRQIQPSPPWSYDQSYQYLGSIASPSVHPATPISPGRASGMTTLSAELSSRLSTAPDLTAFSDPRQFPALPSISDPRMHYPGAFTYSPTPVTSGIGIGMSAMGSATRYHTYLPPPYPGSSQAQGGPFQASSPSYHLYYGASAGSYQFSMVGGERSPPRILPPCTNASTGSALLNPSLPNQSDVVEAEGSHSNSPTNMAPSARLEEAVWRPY
# Target sequence (Q13951 whole entry, looked up): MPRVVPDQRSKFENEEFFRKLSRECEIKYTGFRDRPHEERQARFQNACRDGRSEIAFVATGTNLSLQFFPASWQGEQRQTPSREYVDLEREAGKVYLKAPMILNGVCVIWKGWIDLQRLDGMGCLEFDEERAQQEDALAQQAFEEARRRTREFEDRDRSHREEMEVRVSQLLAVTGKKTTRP
# EBV gp42 block: Epstein-Barr virus gp42 inhibitors, primary screen, biochemical, uHTS, fluorescence polarization. Glycoprotein 42 (Epstein-Barr virus (strain AG876)), Q1HVG2. inhibition, % (tested at 21.74 µM). Fluorescence polarization binding assay, mP read-out. 220,000 tested, 0.42% active; in the data active = inhibition above about 50%
# CHOP inh: inhibitors of CHOP promoter induction, primary screen, cell-based, unfolded protein response, luciferase reporter. CHO-K1 CHOP-promoter luciferase, tunicamycin-induced, 15-18 h. inhibition, % at 10 µM. 220,000 tested, 3.8% active;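 active = compounds that reduced the stress-induced luciferase reporter signal by more than about 70% of percent inhibition, limit read from the data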;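 note: 0% = tunicamycin plus vehicle and 100% = wells without tunicamycin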
# The depositor's hits bear a star; nt = not tested or not shown; [ ] = another dose, or the depositor's remark.
# Under each structure – TNF death inh	Runt-SMMHC FRET	MDM2 E3 inh	TRPML3 agonist	NCF1 inh	CHOP inh	TRPN1 ag	PPC-1+TRAIL kill	EBV gp42 block
> Cc1cc2nnc(SCC(=O)N3CCCCCC3)n2c(N)n1
→ 0.2	-3	2	0.6	-10	-18	-0.2	18	-19
> COC(=O)N/N=C\c1cccc(OC(=O)c2cccs2)c1
→ -0.3	1	-7	1.0	1	-13	1.2	nt	12
> COc1cccc(C(NC(=O)c2ccccc2F)NC(=O)c2ccccc2F)c1
→ -1.8	4	-5	-0.4	-1	5	-1.6	7	8
> C=CCNC(=S)N/N=C/c1ccc(C)cc1C
→ 0.3	-1	-14	-0.2	-2	14	-2.3	30	-10
> COc1ccc(N2C(=O)/C(=C\c3ccco3)N=C2SCC(=O)N(C(C)C)C(C)C)cc1Cl
→ 3.0	-22	1	-0.1	-57	-6	0.3	11	-20
> CCOc1ccc(-n2nc(C(=O)N3CCN(CC)CC3)c3ccccc3c2=O)cc1
→ -1.7	-4	-4	1.2	-5	10	0.0	8	-10
> Cc1c(-c2ccncc2)oc2ccc(Br)cc2c1=O
→ -3.1	1	1	0.4	-6	12	0.2	8	5
> COc1ccc(NC(=O)CSc2nnc(Cc3cccn3C)n2CCc2ccccc2)cc1OC
→ 0.4	1	-16	-0.8	-18	24	-0.4	-16	-16
> CCn1cc(C(=O)Nc2cc(C)ccc2C)c(=O)c2ccc(C)nc21
→ 0.5	nt	-7	1.2	-6	11	0.6	nt	-20
> CCOc1ccc(CN2CCC(=O)NC2=O)cc1
→ -0.4	5	-19	0.1	-7	24	0.4	10	-12
> COc1cccc(C=Nc2ccccc2C(=O)Nc2ccccc2)c1O
→ 1.1	1	-2	1.4	-3	6	-0.9	3	5
> O=C(NCCCN1CCOCC1)c1ccc(Cl)cc1[N+](=O)[O-]
→ -0.1	-6	-6	0.2	-2	8	1.0	9	-23
> CCOC(=O)c1sc2nc(CSc3ccccc3Cl)[nH]c(=O)c2c1C
→ 2.0	0	-2	0.5	-26	55	0.4	21	-32
> CCN(CC)C(=O)c1nn(-c2ccccc2)c2c1C1CCC2(C)C1(C)C (centres undefined)
→ -2.0	-1	-13	3.6	-11	26	7.0	-3	12
> CCOC(=O)c1c(CN2CCN(C)CC2)n(-c2ccccc2)c2cc(Br)c(O)cc12
→ -7.4	2	-1	1.2	-17	-8	2.9	-12	-11
> CC(NC(=O)c1cnc2n(c1=O)CCS2)c1ccccc1 (centres undefined)
→ -0.1	-3	-15	0.7	-13	-7	0.7	20	-6
> Cn1c(=O)c2c(nc(NCc3ccco3)n2C)n(C)c1=O
→ -0.6	-3	-14	-0.8	-4	10	-0.8	1	-10
> CCN(CC)S(=O)(=O)c1ccc(C(=O)Nc2ccc(Cc3ccncc3)cc2)cc1
→ -8.3	-9	-12	6.0	-3	17	14	8	-13
> COc1ccccc1Nc1nc(NCc2ccco2)c2ccccc2n1
→ -3.5	-3	-6	-0.3	-57	12	-0.4	3	10
> C=CCC1(C#N)C(SC)=NC2=C(C(=O)CC(C)(C)C2)C1c1ccc(Br)cc1 (centres undefined)
→ -2.2	3	-16	0.1	-1	16	-0.7	20	-13
> Cc1cc(NC(=O)C(C)C)ncc1NC(=O)CCc1ccccc1
→ -3.8	nt	-2	0.4	-2	7	1.4	nt	-3
> COc1ccc(C(N)=S)c(OC)c1
→ 2.1	-7	3	0.7	0	-18	-1.4	26	-24
> Oc1cccc2ccc[n+](CC(O)Cn3c4ccccc4c4ccccc43)c12 (centres undefined)
→ 3.8	-3	-18	-0.5	38*	8	-2.3	27	-7
> COc1ccc(Cc2nnc(NS(=O)(=O)c3ccc(Cl)cc3)s2)cc1OC
→ 0.7	2	12	0.1	-5	-19	0.3	19	-8
> Cc1noc(C)c1COc1cccc(C(=O)Nc2ccccc2N2CCOCC2)c1
→ 0.6	4	-1	-0.5	-3	1	-0.1	4	3
> CC(C)Cn1c(N)c(C=O)c(=O)[nH]c1=O
→ 0.1	0	0	0.9	-4	4	0.7	2	3
> CCOc1ccc(-c2ccc(SCC(=O)Nc3nnc(CC)s3)nn2)cc1
→ 0.8	2	-23	0.9	nt	22	1.8	70*[5 µM]	0
> CCCCOc1ccc(C(=O)CCN2CCOCC2)cc1
→ -1.7	10	-21	0.7	-5	-78	1.2	15	-9
> COc1ccc(C(=O)CN2C3=NCCCN3c3ccccc32)cc1OC
→ 7.7	0	-1	0.6	-5	-5	-0.3	14	-1
> COC(=O)c1ccc(C(=O)OC)c(NC(=O)CS(=O)(=O)Cc2ccccc2)c1
→ -3.6	16	7	0.1	-19	-10	-0.8	-2	5
> FC(F)Sc1ccc(NC(=S)NC2CCCCC2)cc1
→ -10	0	12	2.8	-4	95*	0.8	18	1
> COc1ccc2nc(C)cc(SCC(NC(C)=O)C(=O)OC(C)C)c2c1 (centres undefined)
→ 0.3	3	-4	0.1	-1	23	-1.5	-4	-4
> O=C(COc1ccccc1)N1CCN(C(=O)c2cccs2)CC1
→ 3.3	3	-5	0.0	-4	36	1.6	8	-8
> CSc1nnc(-c2ccc(S(=O)(=O)N3CCOCC3)cc2)n1CC1CCCO1 (centres undefined)
→ 1.2	4	0	-0.1	2	-12	-0.2	8	-2
> NC(=O)Cc1ccc(C(=O)c2ccc(Cl)cc2Cl)s1
→ -1.1	1	5	0.1	-5	27	1.4	7	-7
> Cc1csc(NC(=O)c2ccncc2)n1
→ -0.2	0	-1	0.1	10	-23	-0.4	5	-8
> CCCCNC(=O)CS(=O)Cc1nc(-c2cccs2)oc1C (centres undefined)
→ 1.4	1	-1	0.3	-16	35	2.1	17	-12
> COc1ccc(C[C@@H]2CN3C(=NC[C@@H]3C)N2C[C@H](C)NC(=O)c2ccc(C)c(Br)c2)cc1
→ -1.6	1	nt	-1.2	-4	11	-1.3	14	-6
> CC(=O)Nc1ccc(CN2CCN(CC(C)C)C(CCO)C2)cc1 (centres undefined)
→ 0.3	0	-7	0.9	-3	-3	0.7	-6	-9
> N#C/C(=C/c1ccc(N2CCCCCC2)o1)c1ccc(Cl)cc1
→ -6.4	26	nt	0.8	10	103*	0.7	3	32
> COC(=O)c1cc(C#N)c(Oc2ccc(F)cc2)nc1C
→ -2.7	3	-9	-1.6	-4	35	-1.2	10	-8
> CCNc1nc(NCC)nc(Nn2cnnc2)n1
→ 1.8	0	-8	-0.2	-7	-3	2.2	-1	-27
> O=C1CCCC(=O)N1c1ccc(N2CCN(c3ccc([N+](=O)[O-])cc3)CC2)c([N+](=O)[O-])c1
→ 6.7	-1	-16	0.8	-2	-1	0.6	21	-3
> O=C(CSc1nc(O)cc(=O)[nH]1)C1CC1
→ -2.7	-2	-11	0.7	-8	3	1.0	17	-11
> CC(C)CSc1nc2c(=O)[nH][nH]c(=O)c2n1Cc1ccccc1
→ -1.3	4	-80	0.8	-4	-3	-0.5	4	-23
> O=C(CC1(C(=O)O)CCCC1)N1CCOCC1
→ 1.0	-3	-6	0.1	-4	0	1.4	10	-5
> COc1cc(/C=C(\C#N)c2nc3ccccc3[nH]2)cc(OC)c1O
→ -2.2	-258	4	7.4	-222	-17	22*	-8	-173
> CCc1nnc(NC(=O)C2Cc3ccccc3CN2S(=O)(=O)CC)s1 (centres undefined)
→ 0.2	-1	0	0.3	4	-12	-0.5	8	-9
> COc1ccc(/C=C2\SC(=S)N(CCCC(=O)NNC(=O)c3ccccc3O)C2=O)cc1
→ 0.4	-26	-14	0.7	4	106*	0.5	25	-11
> COc1ccc(/C=C/C(=O)NCC(=O)n2nc(C)cc2C)cc1
→ 2.0	0	-10	0.3	-6	10	0.3	0	-7

# Only TNF death inh, for two of the compounds above:
SMILES,TNF death inh
COc1ccc(N2C(=O)/C(=C\c3ccco3)N=C2SCC(=O)N(C(C)C)C(C)C)cc1Cl,3.0
FC(F)Sc1ccc(NC(=S)NC2CCCCC2)cc1,-10

# (listing goes on)
# Under each structure – TNF death inh	Runt-SMMHC FRET	MDM2 E3 inh	TRPML3 agonist	NCF1 inh	CHOP inh	TRPN1 ag	PPC-1+TRAIL kill	EBV gp42 block
> O=C(Cc1ccc(Cl)cc1)Nc1ncc([N+](=O)[O-])s1
→ 23	4	-10	9.6	-2	21	22*	8	-8
> Cc1ccc(-c2nc(N)s[n+]2-c2ccccc2)cc1
→ 0.9	65*	-11	0.2	93*	23	0.2	17	-23
> CC1=NN(C(=O)CCCc2ccccc2)C(O)(C(F)(F)F)C1 (centres undefined)
→ 0.2	-2	2	0.4	-4	5	0.2	6	-2
> Cc1ccc(C(=O)N/C(=C\c2ccc(C(C)C)cc2)C(=O)NCCCN2CCOCC2)cc1
→ 3.3	-3	-1	1.3	-9	10	2.3	39	-4
> CN(CC(O)COc1ccccc1F)C1CCCCC1 (centres undefined)
→ 0.6	1	2	-0.1	-7	12	-0.2	6	5
> O=C(O)Cn1cc(C(=S)N2CCCCC2)c2ccccc21
→ -0.5	7	-10	0.0	6	1	-1.5	8	-6
> CC(Oc1ccc(Cl)cc1Cl)C(=O)Nn1cnnc1 (centres undefined)
→ 1.6	1	-13	0.7	-6	6	-1.4	0	-7
> O=C(c1ccc(C(F)(F)F)cc1)N1CCC(=O)N(C(COCc2ccc(Cl)cc2)Cc2ccccc2)CC1 (centres undefined)
→ 0.8	-9	nt	0.4	-10	40	-1.1	12	-5
> CCN(CC)S(=O)(=O)c1ccc(/C=C/C(=O)O)cc1
→ 0.6	-1	-1	0.8	2	5	1.0	-8	-15
> O=C(CC1c2ccccc2Oc2ccccc21)N1CCN(c2ccccn2)CC1
→ -1.2	-10	-94	0.6	-11	12	-1.4	16	-14
> Cc1ccc(S(=O)(=O)N2CCC(C(=O)OCC(=O)N3CC(=O)Nc4ccccc43)CC2)cc1
→ -2.7	-2	-4	1.6	9	5	0.5	8	-11
> Cc1ccccc1OCC(=O)NNC(=S)NC(=O)c1ccco1
→ -8.0	6	-10	-0.4	-5	22	0.7	-26	-1
